# PglD inh: PglD (C. jejuni) enzyme inhibition | purified PglD enzyme, DTNB colorimetric CoA detection | inhibition, % at 12.5 µM | hit rate 0.098% among 360,000; in the data active = inhibition above about 16%, passing the limit was not always enough; inconclusive = no clear call, values can overlap the other calls; also: strong numbers were not always called active
# FN deposition inh: fibronectin deposition inhibition | AH1F fibroblasts, Alexa488-fibronectin deposition fluorescence, overnight | inhibition, % at 12.6 µM | hit rate 0.086% among 350,000 | AID 743247;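 active = mean inhibition across replicates of 30% or more, regardless of how many single replicates reach that level; inconclusive = mean under 30% yet at least half of replicates reach 30%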;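 also: positive control wells lacked labelled fibronectin entirely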
#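 Assay system: AH1F fibroblast monolayer, labelled fibronectin deposition. Amount: 10000 cells per well. Also added: labelled fibronectin 24 nM. Compound: single-point pinned compound. Incubation: cell attachment 1 h, compound and FN exposure overnight. Detection: fluorescence after three HBSS washes, excitation 485 nm, emission 525 nm. Read-out: inhibition of fibronectin deposition signal.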
# LGR2 inh: inhibitors of bursicon-induced Drosophila LGR2 receptor cAMP signaling; HEK293 LGR2, CRE-luciferase, bursicon-stimulated, 4 h; inhibition, % at 9.99 µM; hit rate 0.35% among 380,000;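 active = drop in luminescence signal, shown as inhibition above about 50% in the replicate tests, limit read from the data, passing the limit was not always enough; inconclusive = probably only some replicates passing the limit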;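 also: agonist challenge used bursicon conditioned medium at about half maximal strength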
# PGC1a acetyl inh: PGC1a acetylation modulation, inhibitor mode. AID 651687. inhibition, % at 15.6 µM. hit rate 0.17% among 350,000. U2OS PGC1a acetylation, AlphaScreen anti-acetyl-lysine; with virally co-expressed GCN5 acetyltransferase;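 active = every replicate shows inhibition of at least 40%; inconclusive = mean inhibition at least 40% but some replicate below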;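 also: 0% = neutral control wells and 100% = positive control wells; some results beyond the cut were filed as inactive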
# PAX8 inh HTS: lowers PAX8-driven luciferase in RMG-I cells | RMG-I TPO-luciferase reporter, SteadyGlo, 24 h | inhibition, % at 12.6 µM | hit rate 1.2% among 360,000;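 active = mean replicate inhibition at least 60% with every replicate also reaching 60%; inconclusive = only one of the two criteria is met; inactive = mean below 60% and not all replicates reaching 60%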;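 also: luciferase light reporting Pax8 driven TPO promoter activity; plate controls were median of neutral control wells for no effect and mitoxantrone controls for full effect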
# S100A4 inh HTS: blocks human S100A4 binding to myosin IIA peptide | P26447 | S100A4/TAMRA-MyoIIA peptide fluorescence polarization | inhibition, % at 10.7 µM | hit rate 0.14% among 360,000;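 active = mean inhibition of at least 70% across replicates, with every replicate also reaching that level; inconclusive = mean inhibition reaches 70% but some replicates fall short; inactive = mean inhibition below 70%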
# Target sequence (P26447 whole entry, looked up): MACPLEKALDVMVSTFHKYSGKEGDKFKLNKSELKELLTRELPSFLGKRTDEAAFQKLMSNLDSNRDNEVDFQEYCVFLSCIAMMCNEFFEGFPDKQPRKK
#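 Material: S100A4 monomer protein | Medium: HEPES pH 7.2 with CaCl2, KCl, NaCl, DTT, Triton | Reagent: Labelled myosin peptide probe, 5 nM | Doses: One dose per compound | Times: 5 min incubation before reading | Benchmarks: Neutral control DMSO, positive control TFP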
# EWS-Fli inh: EWS/Fli transcriptional activity inhibition. A673 NR0B1-luciferase reporter, viability-normalised. inhibition, % at 12.6 µM. hit rate 0.67% among 350,000. AID 651661;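 active = mean inhibition of at least 50% after viability correction, with every replicate also passing that limit; inconclusive = mean reaches 50% but only one of two replicates passes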;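 also: firefly luciferase signal divided by Alamar Blue viability fluorescence both relative to DMSO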
# ERAP1 HTS inh: blocks human ERAP1 aminopeptidase activity; Q9NZ08; AID 652197; hit rate 0.15% among 340,000; inhibition, % at 10.7 µM; recombinant ERAP1, Leu-AMC fluorescence, 60 min;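 active = mean replicate inhibition of at least 30%, or all replicates individually reaching that 30% level; inactive = mean below 30% and not every replicate reaching it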;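 also: 0% = neutral control wells and 100% = L-leucinethiol positive control wells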
# Target sequence (Q9NZ08 whole entry, looked up): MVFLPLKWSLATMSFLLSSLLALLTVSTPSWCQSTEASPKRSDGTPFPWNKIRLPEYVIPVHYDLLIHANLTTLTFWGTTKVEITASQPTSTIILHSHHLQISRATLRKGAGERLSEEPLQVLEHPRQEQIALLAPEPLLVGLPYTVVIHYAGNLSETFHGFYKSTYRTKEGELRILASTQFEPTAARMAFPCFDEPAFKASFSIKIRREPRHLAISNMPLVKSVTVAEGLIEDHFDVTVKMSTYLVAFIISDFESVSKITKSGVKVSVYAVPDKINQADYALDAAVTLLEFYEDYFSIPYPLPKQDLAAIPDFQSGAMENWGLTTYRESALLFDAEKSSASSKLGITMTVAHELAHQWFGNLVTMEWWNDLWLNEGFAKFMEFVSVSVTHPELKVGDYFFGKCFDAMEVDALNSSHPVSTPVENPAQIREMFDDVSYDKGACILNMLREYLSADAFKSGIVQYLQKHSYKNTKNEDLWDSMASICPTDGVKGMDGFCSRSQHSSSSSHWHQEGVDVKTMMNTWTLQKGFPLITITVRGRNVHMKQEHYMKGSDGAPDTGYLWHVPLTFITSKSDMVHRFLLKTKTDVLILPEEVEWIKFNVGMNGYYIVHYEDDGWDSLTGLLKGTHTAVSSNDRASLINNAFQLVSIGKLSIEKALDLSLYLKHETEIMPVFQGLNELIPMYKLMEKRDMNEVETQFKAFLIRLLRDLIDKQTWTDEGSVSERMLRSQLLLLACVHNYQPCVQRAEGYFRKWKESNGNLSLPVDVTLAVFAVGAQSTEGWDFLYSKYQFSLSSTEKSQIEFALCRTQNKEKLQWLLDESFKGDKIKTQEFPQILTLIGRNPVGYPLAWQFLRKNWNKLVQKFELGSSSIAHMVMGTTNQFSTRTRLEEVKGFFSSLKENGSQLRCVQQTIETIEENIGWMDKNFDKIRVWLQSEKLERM
# Starred values were filed as active, the others as inactive; ? = inconclusive; . = not tested or not shown; & = joins results of further samples. Outcome played no part in choosing rows. About 2.1% of those tested had a hit in this group.
# Short forms: A = PglD inh; B = FN deposition inh; C = LGR2 inh; D = PGC1a acetyl inh; E = PAX8 inh HTS; F = S100A4 inh HTS; G = EWS-Fli inh; H = ERAP1 HTS inh
> CCCCC1=CC2=CC(=O)C(C)(OC(=O)CC)C(=O)C2=CN1Cc1ccc(OC)cc1 (stereo not given)
  A: -3	B: 2	C: -2	D: 10	E: 7	F: -1	G: 2	H: 5
> NS(=O)(=O)c1ccc(CNC(=O)c2cnccn2)cc1
  A: -1	B: -8	C: 9	D: -8	E: 12	F: 1	G: 14	H: -2
> O=C(NC1Cc2ccccc2C1)[C@H]1[C@H](CO)[C@H]2Cn3c(ccc(C4=CCCCC4)c3=O)[C@H]2N1CC1CC1
  A: .	B: .	C: -11	D: .	E: -8	F: -7	G: 2	H: -5
> COc1cccc(S(=O)(=O)Nc2ccc3c(c2)[C@H]2C[C@@H](CC(=O)NCCc4ccccc4)O[C@@H](CO)[C@H]2O3)c1
  A: -2	B: .	C: 13	D: 8	E: 16	F: 2	G: -1	H: 1
> CC(=O)N1CCC(N(CCN2CCOCC2)C(=S)Nc2ccc(C)cc2C)CC1
  A: -6	B: -1	C: 4	D: 3	E: 7	F: 0	G: 4	H: 0
> Cc1ccc2nc(C)c(C(=O)N/N=C/c3cccs3)cc2c1
  A: .	B: 6	C: 1	D: .	E: -18	F: -2	G: -8	H: 1
> CC(C)CN(C[C@H]1[C@H](c2ccccc2)[C@@H](CO)N1C(=O)C1CCC1)C(=O)C1CC1
  A: 6	B: 0	C: -17	D: 6	E: 16	F: -3	G: -1	H: 2
> Cc1ccc(-c2onc3ccc(Br)cc23)cc1
  A: 10	B: 6	C: -13	D: 5	E: -61	F: -1	G: -29	H: 3
> CCOC(=O)N1N=C(C)CC1(O)c1ccc(Cl)cc1 (stereo not given)
  A: -7	B: 5	C: 2	D: .	E: -13	F: 4	G: 0	H: 2
> CCOc1cccc(C2/C(=C(/O)c3ccc4c(c3)CC(C)O4)C(=O)C(=O)N2CCN2CCOCC2)c1 (stereo not given)
  A: 1	B: -7	C: 0	D: -9	E: -22	F: -3	G: 2	H: 5
> COC(=O)C[C@@H]1C[C@H]2c3cc(NC(=O)NC4CCCCC4)ccc3O[C@H]2[C@@H](CO)O1
  A: 0	B: .	C: -3	D: 4	E: 2	F: -4	G: -8	H: 0
> CC(=O)Nc1ccc(NC(=O)C(C)OC(=O)C2(c3ccc(Cl)cc3)CCCC2)cc1 (stereo not given)
  A: .	B: -17	C: 22	D: .	E: 26	F: 1	G: -10	H: 0
> C[C@H]1CN([C@@H](C)CO)C(=O)c2c(c3ccccc3n2C)-c2ccccc2CO[C@@H]1CN(C)Cc1cccc(C(=O)O)c1
  A: .	B: -1	C: .	D: 8	E: 5	F: .	G: -5	H: .
> Brc1cccc(-c2nc3c4ccccc4ccn3c2Cc2ccccc2)c1
  A: 5	B: 1	C: -29	D: -16	E: 0	F: -5	G: 9	H: -2
> Cc1nonc1C(=O)N/N=C/c1ccncc1
  A: 6	B: -1	C: -4	D: -1	E: -15	F: -3	G: -1	H: -3
> COc1ccccc1C#Cc1ccc([C@H]2[C@@H](C#N)N(C(=O)C3CCC3)[C@H]2CO)cc1
  A: 3	B: 13	C: -8	D: 1	E: 64*	F: 2	G: -17	H: 2
> O=CNCCc1nc2ccccc2n1CCc1ccccc1
  A: 5	B: -8	C: 8	D: ?	E: 29	F: -4	G: 19	H: -1
> O=[N+]([O-])c1ccc(/C=N/NC2=NS(=O)(=O)c3ccccc32)cc1
  A: 2	B: -3	C: 9	D: .	E: -2	F: 4	G: 1	H: 7
> Cn1cncc1C#Cc1ccc2cc(C(C)(C)O)oc(=O)c2c1
  A: 0	B: 4	C: 14	D: .	E: -44	F: 0	G: -5	H: 1
> FC(F)(F)c1cccc(-n2c(Cn3nnc4ccccc43)n[nH]c2=S)c1
  A: 5	B: -7	C: 6	D: 10	E: -10	F: 14	G: 6	H: 0
> COC(=O)c1cncc(O)c1
  A: 6	B: .	C: -5	D: .	E: .	F: 1	G: .	H: -1
> Cc1noc(C)c1NC(=O)Nc1ccc2c(c1)C(=O)N([C@H](C)CO)C[C@H](C)[C@@H](CN(C)C(=O)Nc1c(C)noc1C)O2
  A: 1	B: 4	C: 2&13	D: 0&6	E: 9&10	F: 1&-6	G: -11&-7	H: -1&0
> COc1cccc(C(=O)NC2CCCc3c2cnn3-c2cc(C)cc(C)c2)c1 (stereo not given)
  A: -1	B: 2	C: 5	D: 7	E: -12	F: 10	G: .	H: -3
> COc1ccc(CC(=O)NC2CCCc3ccccc32)cc1 (stereo not given)
  A: .	B: .	C: -2	D: -10	E: 9	F: -11	G: -2	H: -5
> CC1(C)CC(=O)C=C(c2cccc(OC(=O)c3ccc(-c4ccccc4)cc3)c2)C1=O
  A: 2	B: -5	C: -60	D: -7	E: -79	F: 4	G: 10	H: .
> COc1cccc2cc(C(=O)Nc3cc(C)cc(C)c3)/c(=N/NS(=O)(=O)c3ccccc3)oc12
  A: 1	B: -1	C: 3	D: -9	E: -30	F: 9	G: 3	H: 1
> O=C(C[C@H]1CC[C@@H](NC(=O)CN2CCOCC2)[C@H](CO)O1)NC1CCCCC1
  A: 2	B: -3	C: 10	D: 8	E: -16	F: 6	G: 12	H: 0
> COc1cccc(C#Cc2ccc3c(c2)O[C@H](CN(C)S(=O)(=O)c2ccccc2F)[C@H](C)CN([C@@H](C)CO)S3(=O)=O)c1
  A: 1	B: .	C: 15	D: -1	E: 16	F: -7	G: 3	H: 0
> Cc1sc2nc[nH]c(=S)c2c1-c1ccccc1
  A: .	B: -2	C: -3	D: .	E: -6	F: -1	G: 13	H: -2
> CCc1nonc1NC(=O)c1oc2ccc(F)cc2c1C
  A: -2	B: 7	C: -7	D: -2	E: -80	F: -9	G: -25	H: -5
> O=C(Cc1ccccc1)N1C[C@@H]2[C@H](c3ccccc31)[C@@H](CO)N2C(=O)c1cccc(F)c1
  A: -3	B: .	C: -6	D: -5	E: 8	F: 11	G: 2	H: -1
> CCOC(=O)c1ccc(NC(=O)Cn2nc(C)c3ccccc3c2=O)cc1
  A: 4	B: -6	C: -2	D: 12	E: 15	F: -6	G: -2	H: -4
> Cc1noc(C)c1NC(=O)N1C[C@@H](O)COC[C@@H]2O[C@@H](CC(=O)N3CCc4ccccc4C3)CC[C@H]21
  A: -30	B: -2	C: -2	D: 5	E: 18	F: 1	G: 4	H: 1
> CCCCNC(=O)C1(C)CCCCN1C(=O)c1ccc(F)c(C)c1 (stereo not given)
  A: 6	B: 2	C: 28	D: 12	E: 0	F: 1	G: -14	H: -2
> Cc1ccc(OCC(=O)N/N=C\c2ccc(C)o2)c([N+](=O)[O-])c1
  A: .	B: -1	C: -8	D: .	E: -1	F: 1	G: -2	H: 1
> COCC1=C(C(=O)OC)C(c2ccco2)n2ncnc2N1 (stereo not given)
  A: 10	B: 12	C: 26	D: 2	E: -16	F: 2	G: 5	H: 0
> COC(=O)C1=C(C(=O)OC)[C@@H]2Nc3ccccc3[C@@]23C[C@@H](C(=O)OC)N(C(=O)c2ccco2)C3=N1
  A: -6	B: 3	C: -8	D: .	E: -8	F: 12	G: -3	H: -1
> CC(C)N(CC(N)=O)C(=O)Cc1coc2cc3c(cc12)CCC3
  A: .	B: 7	C: .	D: .	E: 0	F: -4	G: 3	H: 0
> Cc1nc(N2CCN(c3ccccn3)CC2)c2c(C)c(C(=O)Nc3ccc(F)cc3)sc2n1
  A: .	B: 8	C: 20	D: -1	E: 9	F: 2	G: -4	H: -2
> Cc1ccsc1/C=N/NC(=O)c1cccnc1
  A: .	B: -7	C: 23	D: 4	E: -18	F: -1	G: -1	H: 4
> CCOC(=O)C1CCCN(C(=O)c2cccc(NC(=O)C(CC)CC)c2)C1 (stereo not given)
  A: .	B: 4	C: 6	D: .	E: -34	F: -1	G: -7	H: 1
> C/C=C/c1ccc([C@@H]2[C@@H](CO)N3CCCCN(S(=O)(=O)c4ccc(F)cc4)C[C@H]23)cc1
  A: 0	B: .	C: 18	D: -6	E: -14	F: -24	G: -1	H: 0
> O=C(O)C(Oc1ccc(Cl)cc1)c1ccc(Cl)cc1 (stereo not given)
  A: 1	B: -6	C: 7	D: 2	E: -3	F: -2	G: -1	H: -3
> COc1ccc([C@@H]2COc3c(ccc4c3C=CC(C)(C)O4)C2)c(OC)c1
  A: -6	B: .	C: -25	D: -1	E: .	F: -6	G: -14	H: -2
> CN(C)C(=O)c1cccc(-c2ccc([C@H]3[C@@H](CO)N4C(=O)CN(C(=O)C5CCCCC5)C[C@@H]34)cc2)c1
  A: .	B: -2	C: 0	D: 6	E: 8	F: 26	G: -13	H: -2
> O=C(COc1ccccc1)Nc1nn[nH]n1
  A: 12	B: 7	C: .	D: 5	E: 15	F: .	G: .	H: .
> COc1ccc(S(=O)(=O)N(C)C[C@H]2OCCCC[C@@H](C)Oc3ccc(NC(=O)c4ccccc4)cc3C(=O)N([C@@H](C)CO)C[C@H]2C)cc1
  A: 1	B: .	C: -4	D: -9	E: -5	F: 1	G: 4	H: -3
> O=C(CC1SC(=NCC2CCCO2)NC1=O)Nc1cc([N+](=O)[O-])ccc1Cl (stereo not given)
  A: -1	B: -6	C: 4	D: -4	E: 4	F: -4	G: 0	H: 1
> NC(=O)c1ccc(N2CCN(c3ccccc3O)CC2)c([N+](=O)[O-])c1
  A: 1	B: -3	C: 19	D: -10	E: 9	F: 2	G: 6	H: 1
> Cc1cc(C)c(NC(=S)NCC2CCN(C(C)c3ccccc3)C2)c(C)c1 (stereo not given)
  A: 8	B: 4	C: 5	D: 3	E: -16	F: 1	G: 7	H: .
> Cc1cccc(C)c1N1C(=O)c2ccccc2NC(=O)C1C(=O)Nc1ccc(N2CCOCC2)cc1 (stereo not given)
  A: .	B: .	C: 5	D: .	E: 4	F: -1	G: 7	H: .
> O=C(Nc1ccc(Cl)cc1)N1CCC(c2nc(-c3ccccc3Cl)no2)CC1
  A: 3	B: -1	C: .	D: 5	E: 19	F: .	G: .	H: .
> CC(=O)N1[C@H](CO)[C@H](c2ccc(-c3ccccc3F)cc2)[C@@H]1CNC(C)C
  A: .	B: -1	C: -14	D: .	E: .	F: -1	G: -5	H: 0
> CN(C)C(=O)C[C@H]1CC[C@@H]2[C@@H](COc3ccc(NC(=O)c4ccc(F)cc4)cc3C(=O)N2C)O1
  A: -1	B: 4	C: -17	D: .	E: -13	F: -4	G: -12	H: 3
> CCOC(=O)NNC(=S)Nc1c(C)n(C)n(-c2ccccc2)c1=O
  A: 0	B: -1	C: 6	D: -3	E: -15	F: 7	G: 1	H: 1

# Part of the list above in order of heavy-atom count, lowest first:
# Short forms: A = PglD inh; B = FN deposition inh; C = LGR2 inh; D = PGC1a acetyl inh; E = PAX8 inh HTS; F = S100A4 inh HTS; G = EWS-Fli inh; H = ERAP1 HTS inh
> CCOC(=O)NNC(=S)Nc1c(C)n(C)n(-c2ccccc2)c1=O
  A: 0	B: -1	C: 6	D: -3	E: -15	F: 7	G: 1	H: 1
> NC(=O)c1ccc(N2CCN(c3ccccc3O)CC2)c([N+](=O)[O-])c1
  A: 1	B: -3	C: 19	D: -10	E: 9	F: 2	G: 6	H: 1
> O=C(CC1SC(=NCC2CCCO2)NC1=O)Nc1cc([N+](=O)[O-])ccc1Cl (stereo not given)
  A: -1	B: -6	C: 4	D: -4	E: 4	F: -4	G: 0	H: 1

# Source: PubChem BioAssay (Broad Institute)
